# Bioassay records as filed in PubChem BioAssay.
# ALDH1A1 block: blocks purified human ALDH1A1 activity. P00352. Purified ALDH1A1, NADH fluorescence, propionaldehyde substrate. Potency, µM (doses to about 75.3 µM), for inactives: at the highest dose activity, negative = inhibition, actives largely listed as inhibitors. 7.3% of 220,000 active; active = well fitted inhibition curve with a large enough effect, not every such curve was filed as active; inconclusive = small, poorly fitted or top-dose-only effect, or another doubt; inactive = no such curve, though single readings can be large or run the other way;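 also: plate controls were no enzyme wells and a reference inhibitor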
# Target sequence (P00352 whole entry, looked up): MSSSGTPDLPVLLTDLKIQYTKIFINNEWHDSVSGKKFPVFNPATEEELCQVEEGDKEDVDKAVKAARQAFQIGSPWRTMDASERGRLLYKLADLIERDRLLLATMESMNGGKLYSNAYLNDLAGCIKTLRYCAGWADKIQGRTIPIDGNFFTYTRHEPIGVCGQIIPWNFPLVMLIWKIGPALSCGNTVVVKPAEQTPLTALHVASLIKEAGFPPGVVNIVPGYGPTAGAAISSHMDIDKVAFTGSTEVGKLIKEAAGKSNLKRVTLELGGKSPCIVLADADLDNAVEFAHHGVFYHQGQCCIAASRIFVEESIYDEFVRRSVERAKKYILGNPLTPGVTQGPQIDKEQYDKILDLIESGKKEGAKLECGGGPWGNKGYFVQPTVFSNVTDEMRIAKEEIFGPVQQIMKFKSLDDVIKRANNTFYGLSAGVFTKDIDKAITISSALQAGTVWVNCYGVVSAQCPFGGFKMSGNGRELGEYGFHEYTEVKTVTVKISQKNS
# SMN2 splice enh: SMN2 splice variant enhancement. AID 1458. HEK293 SMN2-luciferase splicing reporter, luminescence, 30-36 h. Potency, µM (highest dose often 46.1 µM), for inactives: at the highest dose activity change, positive = activation, actives largely listed as activators. 2.8% of 210,000 active; also: % of control where 0% means no effect; nearly all actives have a fitted effect of over 55% in size
#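 HEK293 cells carry an SMN2 minigene-luciferase reporter in which exon 7 inclusion puts luciferase in frame. Cells were seeded at 2000 cells/well, attached for 10-12 hours, then exposed to compounds for 30-36 hours at 37C before ONE-Glo luminescence.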
# RECQ1 helicase: RECQ1 (human) helicase inhibition; P46063; RECQ1 DNA unwinding, red fluorescence kinetic read; Potency, µM (titrated, usually from 57.3 µM), for inactives: top-dose activity, negative = inhibition, most hits filed as inhibitors; 0.54% of 240,000 active; AID 2549;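 also: plate controls were vehicle for no effect and no enzyme for full effect; nearly all actives have a fitted effect of over 30% in size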
#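 RECQ1T1 50 nM; forked duplex (20 bp + 30-nt ss tails) 200 nM, ATP 2 mM final; pH 8.0, 2 mM MgCl2, 2.5 ug/ml poly(dI-dC); 15 min compound preincubation; discontinuous kinetic read over 2 h at RT.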
# L3MBTL1 inh: blocks human L3MBTL1; Q9Y468; 0.66% of 230,000 active; Potency, µM (highest dose often 57.1 µM), without a hit: top-dose activity, negative = inhibition, usual class: inhibitors; AlphaScreen L3MBTL1–H3K9me1 peptide binding; AID 485360; also: % is scaled to controls: 0 for no effect and ±100 for the full control effect; nearly all actives have a fitted effect of over 60% in size
#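 L3MBTL1 (50 nM) pre-complexed 30 min with biotinylated H3(1-15)K9me1 peptide (75 nM), then compounds added for 30 min at room temperature; AlphaScreen streptavidin donor/nickel chelate acceptor beads (10 ug/mL final) read after 30 min dark incubation.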
# Tau ThT inhib: tau fibrillization inhibition (ThT binding) | AID 1460 | 2.1% of 270,000 active | Potency, µM (doses to about 57.4 µM), for inactives: top-dose activity, negative = inhibition, usual class: inhibitors | recombinant tau K18 P301L, heparin-induced fibrillization, ThT fluorescence; also: % is scaled to controls: 0 for no effect and ±100 for the full control effect; nearly all actives have a fitted effect of over 55% in size
# Target sequence (P10636 561-689 P618L limits assumed): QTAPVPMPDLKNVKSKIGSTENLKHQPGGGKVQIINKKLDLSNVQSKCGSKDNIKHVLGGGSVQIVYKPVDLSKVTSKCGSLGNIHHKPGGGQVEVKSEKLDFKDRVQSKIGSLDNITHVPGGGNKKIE
#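 Fibril formation assay: tau K18 P301L at 15 uM with trace Alexa 594 label, heparin inducer 20 uM, pH 7 sodium acetate buffer, 37 C for 6 hr; endpoint ThT signal.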
# LMNA splice mod: LMNA splicing modulation; HeLa LMNA splicing GFP/RFP minigene ratio, 48 h; Potency, µM (highest dose often 46.1 µM), without a hit: top-dose ratio change, negative = inhibition, hits mostly inhibitors; 0.01% of 200,000 active; AID 1487; active = well fitted inhibition curve with a large enough effect in the signal ratio, with a control signal flat, not every such curve was filed as active; inconclusive = small, poorly fitted or top-dose-only effect, or effect the other way, or a change in a side signal; the % refers to the signal ratio; also: % is scaled to controls: 0 for no effect and ±100 for the full control effect
#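 S3 HeLa cells stably expressing lamin A-EGFP splicing minigene plus DsRed2, 600 cells/well, 48 h compound exposure at 37C. Laser-scanning cytometry; analysed as GFP (500-530 nm)/RFP (575-640 nm) total intensity ratio; 0.5% DMSO vehicle.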
# KDM4E inh: inhibitors of human JMJD2E histone demethylase | Potency, µM (titrated, usually from 57.1 µM), without a hit: top-dose activity change, negative = inhibition, most hits filed as inhibitors | B2RXH2 | JMJD2E catalytic domain, FDH-coupled NADH fluorescence (FDH is formaldehyde dehydrogenase) | 1.6% of 230,000 active; active = well fitted inhibition curve with a large enough effect, not every such curve was filed as active; inconclusive = small, poorly fitted or top-dose-only effect, or another doubt; inactive = no such curve, though single readings can be large or run the other way;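 also: 0% = wells with enzyme and -100% = buffer wells without enzyme; nearly all actives have a fitted effect of over 50% in size; many of its hits are not listed in these tables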
# Target sequence (B2RXH2 1-337 limits assumed): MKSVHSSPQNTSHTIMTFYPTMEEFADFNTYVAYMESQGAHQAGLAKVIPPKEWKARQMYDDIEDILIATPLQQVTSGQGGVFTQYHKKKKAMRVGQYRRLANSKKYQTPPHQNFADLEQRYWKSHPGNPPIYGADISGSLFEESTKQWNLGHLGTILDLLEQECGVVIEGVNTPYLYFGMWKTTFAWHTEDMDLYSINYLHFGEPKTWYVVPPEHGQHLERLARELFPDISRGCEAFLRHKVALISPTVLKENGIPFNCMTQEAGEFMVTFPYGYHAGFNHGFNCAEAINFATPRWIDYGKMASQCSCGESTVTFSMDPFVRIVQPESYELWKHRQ
# KinaseGlo FLuc: Kinase-Glo luciferase inhibition (counter-screen); Potency, µM (titrated, usually from 38.3 µM), for inactives: at the highest dose activity change, negative = inhibition, actives largely listed as inhibitors; Q27757; 0.28% of 200,000 active; Kinase-Glo luciferase, ATP luminescence, 8 min; also: % is scaled to controls: 0 for no effect and ±100 for the full control effect; nearly all actives have a fitted effect of over 60% in size
#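 Kinase-Glo luciferase light output from ATP and luciferin was measured with 10 uM ATP, within the enzyme's linear range. Buffer: 50 mM imidazole pH 7.2, 50 mM KCl, 7 mM MgCl2, 0.01% Tween 20, 0.05% BSA; luminescence read after 8 min at ambient temperature.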
# * = called active by the depositor; i = inactive; u = inconclusive; x = not tested or not shown; & = joins results of further samples; [ ] = dose if it differs, or a comment. Unless noted, calls follow the shape of the dose curve; as a rule, active = well fitted curve in the direction sought with a large enough effect; inconclusive = small, poorly fitted or top-dose-only effect, or another doubt; inactive = no such curve, though single readings can be large; an effect the other way counts as inactive or inconclusive. Potency is read from the fitted curve at half-maximal effect.
SMILES,ALDH1A1 block,SMN2 splice enh,RECQ1 helicase,L3MBTL1 inh,Tau ThT inhib,LMNA splice mod,KDM4E inh,KinaseGlo FLuc
CCc1cc2c(C)cc(=O)oc2cc1OC(=O)C1CCCN1C(=O)OC(C)(C)C (configuration not stated),u,8%,-8%,4%,-16%,u,u,-2%
COCc1nc(-c2ccc(-c3ccc(C)cc3)nc2OC)no1,u,-3%,i,18%,u,u,u,-1%
O=C1c2ccccc2NC(c2cccc(O)c2)N1Cc1ccco1 (configuration not stated),x,x,-1%,-7%,-7%,x,u,x
CCOC(=O)c1nc(Nc2ccc(C(=O)OC)cc2)c2ccccc2n1,u,2%&-12%,-20%,56%[activator],u,4%,u,-3%
CCOC(=O)c1c(NC(=O)C2C3C=CC(C3)C2C(=O)O)sc2c1CCC(C)C2 (configuration not stated),-2%,22%,i,-17%,-6%,-21%,u,-5%
CCCCCCN(C(=O)CCCCCN1C(=O)NC(c2ccc(-c3ccccc3)cc2)C(C(=O)OCc2ccccc2)=C1C)C(C(=O)NCCCC)c1cccc(C(=O)OC)c1 (configuration not stated),1%,1%,-6%&-8%,x,u,x,-3%&-17%,0%
O=C(c1ccc2c(c1)C(=O)N(Cc1ccco1)C2=O)N1CCOCC1,u,-14%,-3%,-3%,-2%,15%,3%,-3%
CC(C)(C)c1cc(NC(=O)NN2CCOCC2)nn1-c1c(Cl)cc(Cl)cc1Cl,0%,x,-6%,0%,-17%,x,-1%,x
Cc1[nH]c(=O)[nH]c(=O)c1S(=O)(=O)N(CC(C)C)CC(C)C,3%,0%,i,x,-3%,u,9%,-1%
CCCCC1CCC(C(=O)N2CCOCC2)CC1 (configuration not stated),9%,-1%,0%,5%,-5%,3%,-2%,-3%
CC(C)Oc1ccc(C2CCC(=O)NC2=O)cc1 (configuration not stated),8%,0%,-5%,-1%,-2%,-4%,2%,5%
CC(C)NC(=O)CSc1ccccc1C(=O)NCc1ccc2c(c1)OCO2,-9%,17%,-8%,x,-12%,4%,5%,1%
Cn1c(SCc2cnc(-c3ccccc3)s2)nnc1C1COc2ccccc2O1 (configuration not stated),13µM*,-7%,-2%,x,u,6%,4%,17%
CC(C)(C)NC(=O)C(c1ccccc1)N(C(=O)c1ccco1)C1CC1 (configuration not stated),-6%,u,-9%,x,-2%,0%,2%,-1%
C/C(N)=C(/C#N)C(=O)CSc1nc2ccc(C)cc2[nH]1,6%,10µM*,-12%,-1%,-13%,3%,3%,-3%
COC(=O)N/N=C/c1ccc(-c2cc(Cl)ccc2Cl)o1,-3%,-8%,-13%,7%,-9%,6%,-4%,-1%
CC(C)C(c1nnnn1Cc1ccc(F)cc1)N1CCC(C(N)=O)CC1 (configuration not stated),7%,-4%,8%,8%,1%,x,10%,1%
N#CCCn1nc(-c2ccc([N+](=O)[O-])cc2)cc1Nc1ccccc1NC(=O)C(F)(F)F,6%,-18%,-1%,-10%,-2%,u,1%,6%
CC(C)CC(C(=O)OCC(=O)Nc1ncc(Cl)cc1Cl)N1C(=O)c2ccccc2C1=O (configuration not stated),10%,u,6%,-25%,1%,18%,5%,5%
COc1ccc(C(=O)NNC(=O)CN2CCN(c3nc(-c4ccccc4)cs3)CC2)cc1,-3%,-16%,-5%,17%,-9%,u,13%,1%
Cc1cc(C)nc(NS(=O)(=O)c2ccc(N/C=C/C(=O)c3ccc(Cl)cc3)cc2)n1,-2%,2%,-8%,5%,-11%,-8%,22µM*,2%
CCN1C(=O)/C(=C2/C(=O)N3c4c(cc(OC(C)=O)cc42)C(C)=CC3(C)C)SC1=S,u,-19%,1%,-22%,u,u,14%,-5%
O=C(CCN1CCCCCC1)Nc1cccc(F)c1,5%,1%,-13%,x,-6%,-11%,-6%,-4%
O=C(O)c1ccc2c(c1)N(Cc1ccccc1F)C(=O)c1ccccc1S2=O (configuration not stated),-3%,-1%,i,-2%,-11%,-6%,0%,2%
COc1ccccc1CNC(=O)C(C)NS(=O)(=O)c1ccccc1 (configuration not stated),u,-11%,-10%,6%,-16%,-15%,11%,-2%
CCCn1c(N)c(C(=O)CN2CCc3ccccc3C2)c(=O)n(C)c1=O,-13%,x,-12%,x,u,x,3%,x
CCN(CC)c1ccc(NC(=O)COC(=O)/C=C/c2nc3ccccc3s2)cc1,u,x,-6%,-8%,u,-13%,0%,x
O=C(Nc1ccccc1)Nc1csc2ccccc12,x,x,-4%,-5%,u,x,3%,x
COC(=O)C1=C(C)N(c2cc(C)cc(C)c2)/C(=C/c2ccc(O)cc2)C1=O,-9%,-28%,i,x,32µM*,x,-9%,2%
CCCSc1nnc2nc(C)cc(C)n12,-5%,-12%,-6%,x,-9%,3%,u,-5%
CN(C)C=C1C(=O)c2ccccc2C1=O,u,u,4%,16%[11.4 µM],u,-5%,-8%,-1%
CN(C)CC(CCC(CN(C)C)C(=O)c1ccccc1)C(=O)c1ccccc1 (configuration not stated),x,x,i,-21%,7%,x,-2%,x
O=C(C1CCN(S(=O)(=O)c2ccc(F)cc2)CC1)N1CC=C(c2ccccc2)CC1,u,-7%,-1%,-6%,-17%,13%,u,-3%
Cc1cccc(C)c1NC(=O)CC(NCc1ccco1)C(=O)O (configuration not stated),-2%,10%,1%,-5%,-1%,-16%,-8%,-1%
Cc1ccc(S(=O)(=O)N2CCCCC2)cc1NC(=O)COC(=O)C1CC2C=CC1C2 (configuration not stated),-8%,x,3%,3%,-2%,-8%,-7%,x
CC(=O)N[C@H]1C(O[C@@H]2O[C@H](C[C@@H](O)[C@H]3O[C@@H](N4CCC(=O)NC4=O)[C@H](O)[C@@H]3O)[C@H](O)[C@H](O)[C@H]2NC(=O)/C=C/CCCCCCCCCCC(C)C)OC(CO)[C@@H](O)[C@@H]1O (some centres not stated),-4%,x,-9%,x,-8%,x,x,-2%[39.9 µM]
COc1ccc(CC(=O)Nc2sc(Cc3ccccc3)c(C)c2C(N)=O)cc1,-2%,x,i,2%,-5%,4%,-1%,x
CCO[C@H]1OC(C(=O)N2CCCCCCC2)=C[C@@H](C)[C@@H]1CCCO,-3%,x,-17%,25%,-5%,x,7%,x
CCCCN(C(=S)Nc1ccc(F)cc1)c1c(N)n(CCC)c(=O)[nH]c1=O,9%,2%,i,3%,4%,-7%[46 µM],-6%,0%
COc1ccc(S(=O)(=O)Nc2c(C(=O)O)[nH]c3ccccc23)c(OC)c1,-12%,-3%,7%,-1%,-10%,7%,0%,1%
O=c1[nH][nH]c(-c2ccccc2)c1C=Nc1ccc(F)cc1F,1%,3%,-1%,-2%,-7%,20%[9.22 µM],-6%,2%
COCCCNC(=O)c1c(-c2ccccc2)noc1C,3%,5%,-1%,6%,-4%,8%,4%,2%
COc1cccc(C(=O)CN(C(=O)c2ccc(Cl)c(Cl)c2)N2C(=O)C3CCCCC3C2=O)c1 (configuration not stated),u,-28%,-3%,x,-19%,5%,-2%,5%
CC(=O)Nc1sc(N/N=C/c2ccc(O)cc2)nc1-c1ccc(C)cc1,x,x,-6%,-7%,u,x,-16%,x
CCN(CC)c1ccc(C=Nc2ccc(C)cc2)c(O)c1,u,8%,-15%,1%,6%,u,-5%,-6%
Cc1cc(C)c2c(n1)sc1c(=O)n(Cc3ccc(F)cc3)cnc12,x,x,16%,-1%,-4%,x,-16%,x
COc1ccccc1NC(=O)Cn1c(=O)sc2ccccc21,10%,8%,i,x,-3%,-6%,-2%,1%
O=C(c1ccc(-n2cnnn2)cc1)N1CCCCC1,u,-6%,-9%,-17%,1%,3%,1%,2%
Cc1ccc(S(=O)(=O)N/N=C\c2cccnc2)cc1,u,41%,-4%,-6%,-1%,u,0%,1%
CCSc1nc(O)c(Cc2ccccc2)c(=O)[nH]1,-1%,u,i,x,-14%,5%,8%,19%
# Other entries follow.
SMILES,ALDH1A1 block,SMN2 splice enh,RECQ1 helicase,L3MBTL1 inh,Tau ThT inhib,LMNA splice mod,KDM4E inh,KinaseGlo FLuc
CC(C)C1OC2(C)OC(=N)C1(C#N)C(C#N)(C#N)C2c1ccccc1 (configuration not stated),u,5%,-16%,-13%,-16%,-6%,u,0%
Cc1cc(C)cc(C(=O)N(C)[C@H](Cc2ccc(-c3ccccc3)cc2)C(=O)N[C@@H](Cc2c[nH]c3ccccc23)C(=O)O)c1,0%,x,-6%&-7%,x,u,x,-2%,1%
Cc1nc(N2N=C3/C(=C/c4ccc(F)cc4)CCCC3C2c2ccc(F)cc2)sc1C(=O)N(C)C (configuration not stated),u,18%,-7%,x,-3%,0%,u,0%
O=C(/C=C/c1ccco1)Nc1ccc(Cl)c(S(=O)(=O)N2CCOCC2)c1,x,x,i,-10%,-10%,x,1%,x
CCCCCCN(C(=O)CCCCCN1C(=O)NC(c2cccc([N+](=O)[O-])c2)C(C(=O)OCc2ccccc2)=C1C)C(C(=O)NCCCC)c1ccc(OCC(=O)OC)c(C(=O)OC)c1 (configuration not stated),-3%,-7%,-16%&-5%,x,-9%&-11%,x,1%&-1%,2%
CCc1nnc(NC(=O)CSc2nnc(Cc3cc(=O)[nH]c(=O)[nH]3)n2-c2ccc(OC)cc2)s1,u,-10%,-3%,x,4%,4%[9.22 µM],-4%,3%
CC(=O)c1c[nH]c2ccc(C)cc2c1=O,-5%,-5%,3%,-6%[11.4 µM],6%,u,u,0%

# Two compounds picked at random from those above:
SMILES,ALDH1A1 block,SMN2 splice enh,RECQ1 helicase,L3MBTL1 inh,Tau ThT inhib,LMNA splice mod,KDM4E inh,KinaseGlo FLuc
CC(=O)c1c[nH]c2ccc(C)cc2c1=O,-5%,-5%,3%,-6%[11.4 µM],6%,u,u,0%
CCc1nnc(NC(=O)CSc2nnc(Cc3cc(=O)[nH]c(=O)[nH]3)n2-c2ccc(OC)cc2)s1,u,-10%,-3%,x,4%,4%[9.22 µM],-4%,3%

# Some of the compounds tested (hit frequency here may not be typical).
